Screens from PubChem BioAssay.
Efflux pump mplx = inhibitors of Candida antifungal efflux pumps expressed in yeast; actives 0.44% (n = 330,000); inhibition, % at 10 µM; S. cerevisiae Candida pump triplex, Nile Red efflux;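 active = plate passing quality check with inhibition over a set limit, or well fluorescence over plate mean plus 4 SD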;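 also: Nile Red retained in pooled yeast measured as flow cytometry median fluorescence; 0% = buffer negative control and 100% = Enniatin B positive control; higher means more Nile Red kept so more efflux inhibition; some compounds called inactive have numbers as strong as hits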
PP5 inh = inhibitors of human protein phosphatase 5 (PP5). purified PP5c, OMFP substrate fluorescence. inhibition, % at 6.7 µM. actives 0.18% (n = 320,000);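 active = inhibition above the campaign's mean inhibition across all tested compounds plus 3 SD, cut at about 9.5% in these data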;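 also: 0% = DMSO only and 100% = 100 µM cantharidin control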
PP1 inh = counter-screen for PP5 inhibitors: inhibitors of human PP1-alpha; P62136; inhibition, % at 6.7 µM; AID 2235; actives 0.9% (n = 320,000); purified PP1alpha, OMFP fluorescence;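 active = inhibition above the mean inhibition of all tested compounds plus 3 SD, computed separately for each screening campaign, cut at about 15% in these data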
Target sequence (P62136 whole entry, looked up): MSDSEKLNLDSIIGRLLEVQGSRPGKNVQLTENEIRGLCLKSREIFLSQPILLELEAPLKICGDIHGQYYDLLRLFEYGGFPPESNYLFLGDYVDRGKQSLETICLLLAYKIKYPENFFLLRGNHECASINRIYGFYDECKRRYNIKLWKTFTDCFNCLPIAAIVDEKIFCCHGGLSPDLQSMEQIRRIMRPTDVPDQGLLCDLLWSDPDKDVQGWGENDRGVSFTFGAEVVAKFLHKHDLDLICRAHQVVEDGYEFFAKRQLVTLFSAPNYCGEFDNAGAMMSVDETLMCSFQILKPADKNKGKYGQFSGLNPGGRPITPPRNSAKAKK
Fh CTSL1 inh = counter-screen for PFM18AAP inhibitors: inhibitors of F. hepatica cathepsin L1 | recombinant F. hepatica cathepsin L1, Z-Leu-Arg-MCA fluorescence | inhibition, % at 5.96 µM | actives 0.49% (n = 300,000) | AID 1906;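 active = inhibition above the mean of all tested compounds plus 3 SD, set per screening campaign, cut at about 17% in these data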;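 also: 0% = plate median of test compound wells and 100% = 1 µM Z-Phe-Ala-diazomethylketone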
procasp7 counter = activates human procaspase-7, counter-screen for procaspase-3 activators; actives 0.093% (n = 330,000); P55210; recombinant procaspase-7, Ac-DEVD-pNA absorbance 405 nm; D23A/D198A/D206A triple mutant, cannot self-cleave; scale: DMSO 0, 5 µM enzyme 100; activation, % at 8.5 µM;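 active = percent activation above the screen-wide mean plus 3 SD, cut at about 25% in these data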
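Material: Procaspase-7 triple mutant (PC-7 D3A) | Quantity: 2 µM procaspase-7 mutant as dispensed | Reagent: DEVD-pNA substrate | Times: 1 h preincubation, 2 h reaction | Technique: 405 nm absorbance of p-nitroaniline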
TPT1 inh = C. albicans TPT1 enzyme inhibition; AID 1962; inhibition, % at 5 µM; recombinant caTPT1, FP RNA substrate dephosphorylation; actives 0.81% (n = 300,000);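 active = inhibition above the mean of all tested compounds plus 3 SD, set per screening campaign, cut at about 24% in these data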;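 also: plate controls were DMSO alone for no effect and ferristatin control at 100 nM for full effect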
JMJD2C inh = human JMJD2C demethylase inhibition; inhibition, % at 2.35 µM; Q9H3R0; GST-JMJD2C(1-420) H3K9me3 demethylation, DELFIA europium; actives 0.069% (n = 330,000);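 active = more than half of a compound's replicate wells show inhibition beyond 50%, single wells judged on their own value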;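 also: signal counts dimethyl H3K9 product captured on neutravidin plate; 0% = median of DMSO wells and 100% = 0.3 times that DMSO median; strong numbers were not always called active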
Target sequence (Q9H3R0 1-420 limits assumed): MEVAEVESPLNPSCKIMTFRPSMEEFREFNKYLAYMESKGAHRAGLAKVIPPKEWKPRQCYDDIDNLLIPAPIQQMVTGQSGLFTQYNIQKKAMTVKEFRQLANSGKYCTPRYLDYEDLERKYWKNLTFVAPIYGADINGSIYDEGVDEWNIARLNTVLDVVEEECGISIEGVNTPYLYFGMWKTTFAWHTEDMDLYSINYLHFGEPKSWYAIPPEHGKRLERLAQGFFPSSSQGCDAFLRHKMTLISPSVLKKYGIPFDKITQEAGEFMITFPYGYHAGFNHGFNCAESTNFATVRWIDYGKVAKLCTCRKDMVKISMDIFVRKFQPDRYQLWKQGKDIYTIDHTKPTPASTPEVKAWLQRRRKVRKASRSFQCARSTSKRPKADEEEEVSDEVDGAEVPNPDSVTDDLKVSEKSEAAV
HCV core dimer = blocks dimerization of HCV core protein; TR-FRET GST/Flag-core106 dimerization, 1536-well; inhibition, % at 5 µM; actives 0.33% (n = 300,000); AID 1899;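 active = inhibition above the mean of all tested compounds plus 3 SD, set per screening campaign, cut at about 45% in these data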
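Test system: GST/Flag-tagged HCV core106 proteins; Medium: KF-containing HEPES buffer, pH 7.45, DTT, CHAPS, BSA; Times: compound-protein-antibody incubation 4 h at 22.5 °C; Detection: TR-FRET 671 and 617 nm emission; Benchmarks: wells lacking GST-core106 and wells with excess unlabelled core106.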
proCasp3 act = procaspase-3 (human) activation | P42574 | recombinant procaspase-3 D3A, Ac-DEVD-pNA absorbance 405 nm | activation, % at 8.5 µM | actives 0.11% (n = 330,000);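 active = activation above the mean of all tested compounds plus 3 SD, cut at about 21% in these data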;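 also: 0% = DMSO alone and 100% = DMSO wells spiked with extra 5 µM PC-3 D3A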
Target sequence (P42574 whole entry D9A/D28A/D175A): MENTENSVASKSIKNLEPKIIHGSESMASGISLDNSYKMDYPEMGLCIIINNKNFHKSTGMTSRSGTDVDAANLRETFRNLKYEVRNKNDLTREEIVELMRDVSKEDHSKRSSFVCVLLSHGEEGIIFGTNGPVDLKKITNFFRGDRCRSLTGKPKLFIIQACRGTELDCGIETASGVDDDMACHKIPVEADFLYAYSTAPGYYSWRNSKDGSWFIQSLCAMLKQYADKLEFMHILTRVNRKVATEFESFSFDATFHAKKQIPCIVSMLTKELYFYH
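Test system: Procaspase-3 D3A mutant; medium: Zinc-free HEPES/NaCl buffer with 0.01% Triton X-100 at pH 7.4; reagent: DEVD-pNA substrate; doses: one concentration, 8.5 µM nominal, 0.8% DMSO; times: 1 h preincubation plus 2 h reaction at 25 °C; signal: Epi-absorbance at 405 nm of released p-nitroaniline, 0 and 120 min; replicates: singlicate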
* hit, by the source's call; · = not tested or not shown.

SMILES | Efflux pump mplx | PP5 inh | PP1 inh | Fh CTSL1 inh | procasp7 counter | TPT1 inh | JMJD2C inh | HCV core dimer | proCasp3 act
CCOC(=O)C1CCCN(S(=O)(=O)c2ccc(S(N)(=O)=O)cc2)C1 (configuration not stated) | -0.1 | 5.2 | 1 | -2 | 7 | 2 | 6 | 3 | 6
COc1ccc(NC(=S)Nc2nc(CC(=O)Nc3ccccc3OC)cs2)cc1 | 0.1 | 2.3 | 12 | 0 | -3 | 1 | 6 | 3 | -9
Cc1ccc(/C=C2/SC(=Nc3ccc(F)cc3)NC2=O)s1 | 0.2 | -0.3 | -2 | 0 | -8 | 4 | -7 | 17 | -3
S=C(NCc1ccccn1)Nc1ccccc1Cl | 0.0 | -1.6 | -2 | 1 | 1 | -2 | -1 | -5 | 0
O=C(COc1ccccc1)N1CCN=C1SCc1cccc(F)c1 | -0.1 | -1.8 | -5 | 1 | 2 | 1 | 9 | 2 | 2
CCOC(=O)C/C(C)=N/NC(=O)CN(c1ccc(Br)cc1)S(=O)(=O)c1ccccc1 | -0.5 | 2.6 | 2 | -1 | -2 | -5 | 9 | -1 | -5
Cc1cc(O)c(C(C)C)cc1NS(=O)(=O)c1ccccc1 | -0.1 | 2.0 | -2 | -6 | 12 | 1 | 2 | -1 | 1
CC(=O)N1CC(=O)N=C1SCC(=O)Nc1nc(C)c(-c2ccccc2)s1 | -0.2 | 0.7 | -2 | 3 | 7 | 0 | -3 | 2 | 1
CCn1c(=S)sc2c(=O)[nH]c(C)nc21 | -0.1 | -0.4 | -1 | 10 | -4 | 2 | -2 | -2 | 0
COc1ccc(CC(=O)NCc2nnc(SCC(=O)Nc3ccccc3)n2C)cc1 | 0.4 | 4.2 | -3 | 2 | 7 | 1 | -3 | 4 | 11
Cc1ccc(S(=O)(=O)N2CC3CCC2C3)cc1 (configuration not stated) | -0.2 | -0.7 | -3 | -4 | -5 | -4 | -2 | 1 | 1
CC1=C(C(=O)OCc2ccccc2)C(c2ccc(Cl)cc2)NC(=O)N1CCCC(=O)O (configuration not stated) | 0.0 | 0.0 | 1 | 5 | -8 | 0 | -1 | 5 | 4
c1ccc(-c2nnc3n2-c2ccccc2SC3)cc1 | -0.1 | -0.9 | -1 | -2 | 7 | 1 | 5 | 0 | 3
COc1cccc(CN2CCNC(=O)C2CC(=O)N(C)C2CCOCC2)c1 (configuration not stated) | -0.1 | 0.0 | 1 | -5 | -4 | -4 | -14 | -11 | -6
O=C(c1cccc(OC(F)F)c1)N1CCN(c2ncccn2)CC1 | -0.1 | 3.4 | 0 | -2 | -3 | -2 | 1 | 0 | 15
O=C(CCS(=O)(=O)Cc1ccccc1F)N1CCc2ccccc2C1 | 0.0 | -0.2 | -3 | 3 | 11 | 1 | -3 | 1 | 0
Cc1ccc(-n2c(C)cc(/C=N/NC(=O)c3ccncc3)c2C)cc1C | -0.1 | -0.1 | -1 | 3 | 13 | -1 | -3 | -3 | -5
C=CCn1c(SCC(=O)NC2CCCCC2)nnc1-c1cccnc1 | 0.3 | 0.2 | -3 | -2 | 10 | 2 | 0 | -4 | 1
COc1ccccc1C1CC(c2cccs2)=NN1C(=O)CCC(=O)O (configuration not stated) | -0.2 | -1.5 | -2 | -1 | -12 | 13 | -36 | 17 | 9
O=C(CC1C(=O)NCCN1Cc1c(F)cccc1Cl)NCCC1=CCCCC1 (configuration not stated) | 0.1 | -1.4 | -2 | 3 | 5 | 3 | -2 | -1 | 5
CC(=O)OCC(=O)Nc1cc(S(=O)(=O)N2CCCCCC2)ccc1Cl | 0.0 | 2.8 | -2 | -3 | 6 | -3 | 10 | 2 | 0
COc1ccc(-c2cc(-c3cc(OC)ccc3O)[nH]n2)cc1 | 0.0 | 7.8 | -3 | 2 | 2 | -3 | -6 | -2 | -1
CC(=O)NC1(C(=O)O)CCCC1 | 0.1 | 2.5 | -4 | 0 | -7 | -2 | 5 | -2 | 1
Cc1ccc(CNC(=O)C(=O)c2cn(CC(=O)N3CCOCC3)c3ccccc23)cc1 | 0.0 | 3.4 | -1 | 0 | -2 | 2 | -2 | -6 | 2
CN(C(=O)CSc1nnc(Nc2ccccc2)s1)c1c(N)n(Cc2ccccc2)c(=O)[nH]c1=O | -0.1 | -0.5 | -3 | 4 | 9 | -2 | 10 | 4 | -5

Sorted by formula weight (low to high): some entries from above.
SMILES | Efflux pump mplx | PP5 inh | PP1 inh | Fh CTSL1 inh | procasp7 counter | TPT1 inh | JMJD2C inh | HCV core dimer | proCasp3 act
Cc1cc(O)c(C(C)C)cc1NS(=O)(=O)c1ccccc1 | -0.1 | 2.0 | -2 | -6 | 12 | 1 | 2 | -1 | 1
Cc1ccc(/C=C2/SC(=Nc3ccc(F)cc3)NC2=O)s1 | 0.2 | -0.3 | -2 | 0 | -8 | 4 | -7 | 17 | -3
C=CCn1c(SCC(=O)NC2CCCCC2)nnc1-c1cccnc1 | 0.3 | 0.2 | -3 | -2 | 10 | 2 | 0 | -4 | 1
COc1ccccc1C1CC(c2cccs2)=NN1C(=O)CCC(=O)O (configuration not stated) | -0.2 | -1.5 | -2 | -1 | -12 | 13 | -36 | 17 | 9
O=C(CCS(=O)(=O)Cc1ccccc1F)N1CCc2ccccc2C1 | 0.0 | -0.2 | -3 | 3 | 11 | 1 | -3 | 1 | 0
COc1cccc(CN2CCNC(=O)C2CC(=O)N(C)C2CCOCC2)c1 (configuration not stated) | -0.1 | 0.0 | 1 | -5 | -4 | -4 | -14 | -11 | -6
CC(=O)OCC(=O)Nc1cc(S(=O)(=O)N2CCCCCC2)ccc1Cl | 0.0 | 2.8 | -2 | -3 | 6 | -3 | 10 | 2 | 0
O=C(CC1C(=O)NCCN1Cc1c(F)cccc1Cl)NCCC1=CCCCC1 (configuration not stated) | 0.1 | -1.4 | -2 | 3 | 5 | 3 | -2 | -1 | 5
COc1ccc(CC(=O)NCc2nnc(SCC(=O)Nc3ccccc3)n2C)cc1 | 0.4 | 4.2 | -3 | 2 | 7 | 1 | -3 | 4 | 11
COc1ccc(NC(=S)Nc2nc(CC(=O)Nc3ccccc3OC)cs2)cc1 | 0.1 | 2.3 | 12 | 0 | -3 | 1 | 6 | 3 | -9
CCOC(=O)C/C(C)=N/NC(=O)CN(c1ccc(Br)cc1)S(=O)(=O)c1ccccc1 | -0.5 | 2.6 | 2 | -1 | -2 | -5 | 9 | -1 | -5

Following part:
SMILES | Efflux pump mplx | PP5 inh | PP1 inh | Fh CTSL1 inh | procasp7 counter | TPT1 inh | JMJD2C inh | HCV core dimer | proCasp3 act
CCCN(C(=O)CSCC(=O)Nc1cccc(C)c1)c1c(N)n(Cc2ccccc2)c(=O)[nH]c1=O | -0.1 | 0.5 | -3 | 1 | -12 | 1 | -5 | 6 | 2
CN1/C(=C\C(=O)c2cccs2)C(C)(C)c2ccccc21 | -0.1 | 1.3 | 0 | 3 | -22 | 7 | 2 | -6 | -19
COc1cc([N+](=O)[O-])ccc1NC(=O)Nc1cnccn1 | -0.3 | 0.7 | -6 | 0 | -5 | 0 | 5 | 17 | 3
CCn1c(COc2cccc(C)c2)nnc1SCC(=O)N1CCCC1 | 0.2 | 4.0 | 1 | -1 | 3 | 2 | 29 | 1 | -5
Cc1c(NC(=O)Nc2ccc(Cl)c(Cl)c2)c(=O)n(-c2ccccc2)n1C | 0.1 | 1.9 | -2 | 1 | -5 | 1 | 9 | 2 | 4
O=C(CP(=O)(c1ccccc1)c1ccccc1)Nc1cccc(CP(=O)(c2ccccc2)c2ccccc2)c1 | 0.1 | 0.1 | 0 | 4 | -2 | -2 | -13 | 0 | -1
COc1ccccc1N1CCN(S(=O)(=O)c2cn(C)nc2C)CC1 | -0.1 | 2.9 | -1 | -2 | 5 | 2 | -3 | -8 | 1
CSC1=C(C#N)C2(CCCC2)C(C#N)=C(N)N1 | 0.1 | 3.3 | 4 | 0 | -7 | 6 | -2 | 7 | 1
COc1ccc(S(=O)(=O)N2CCC(C(=O)N3CCCC3)CC2)cc1Cl | -0.2 | 1.5 | 0 | 0 | 8 | 2 | 6 | 1 | 0
O=C1OCCC1Sc1nnc(-c2ccc(F)cc2)n1Cc1ccccc1 (configuration not stated) | -0.3 | -0.5 | -2 | -1 | 15 | -4 | -6 | 1 | 5
COc1cc(OC)nc(Oc2cc(/C=N/O)ccc2OC)n1 | -0.1 | 1.4 | 1 | -2 | -2 | -1 | 3 | 4 | -5
COc1ccc(-c2onc(C)c2C)cc1S(=O)(=O)NCCc1ccco1 | 0.0 | 4.0 | 0 | -10 | -2 | -1 | 6 | 5 | -2
OCCC1CN(Cc2cccnc2)CCN1CCc1ccccc1 (configuration not stated) | 0.1 | -0.5 | 0 | 1 | 6 | -3 | 2 | -1 | 0
CCC(=O)Nc1nc(C)c(-c2csc(Nc3cccc(C(=O)O)c3)n2)s1 | 0.0 | 0.3 | 1 | 7 | -37 | 3 | 2 | -6 | -13
COc1cc(/C=C(\C#N)C(=O)NCC2CCCO2)ccc1OC(=O)c1ccco1 (configuration not stated) | 0.0 | 2.0 | -1 | · | 17 | · | 0 | · | 0
O=C(Cn1nc(C(=O)O)c2ccccc2c1=O)NCCC1=CCCCC1 | -0.1 | 0.5 | 3 | 9 | 8 | -1 | 0 | 1 | 1
COc1ccc(S(=O)(=O)N2CCOCC2)cc1NC(=O)COC(=O)C1CC2CCCC(C1)C2=O (configuration not stated) | 0.1 | 2.7 | -2 | -7 | 9 | 2 | -1 | -1 | 2
Cc1ccc(-n2c(SCC(=O)Nc3ccc4c(c3)OCCO4)nnc2-c2ccco2)cc1 | 0.0 | -1.5 | -1 | -3 | 3 | 0 | 5 | 6 | 1
COc1ccc(NC(=O)CCSc2nnnn2C)cc1 | 0.2 | -0.5 | -1 | -5 | 3 | 0 | -3 | 0 | 4
COc1cccc(N2C(=O)CC(Nc3ccc(N4CCOCC4)cc3)C2=O)c1 (configuration not stated) | 0.0 | -1.9 | -4 | -1 | -7 | 0 | 5 | -9 | -11
Cc1ccc(C)c(C(C)NC(=O)C2CC=CCC2C(=O)O)c1 (configuration not stated) | 0.0 | 1.5 | -7 | · | -5 | · | -4 | · | 8
CCc1ccc(C2=Nn3c(nnc3-c3cccs3)SC2)cc1 | 0.1 | 2.2 | 8 | 2 | -5 | 0 | 24 | 7 | -7
COc1cccc(CNc2nnnn2C)c1 | -0.1 | 2.9 | -2 | -3 | -9 | 0 | 5 | -15 | -4
Cc1ccc(C)c(OCCC(=O)NNC(=O)c2ccccc2F)c1 | 0.1 | -1.4 | -7 | -5 | -6 | 2 | 8 | 2 | 6

Not a hit list, and some 2.9% of all compounds hit somewhere here.
